# Assay outcomes (PubChem)
# RGS4 pot = RGS4 potentiators or activators, primary screen, cell-based, HEK293 M3R inducible RGS4, calcium flux; carbachol calcium flux Fluo4; stronger effect = lower value; B-score at 10 µM; 0.92% of 310,000 active;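 active = B-score of the integrated calcium signal more than 4 SD below the library mean, with starting fluorescence not abnormally high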;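 note: negative B-score means reduced calcium response which marks RGS4 activation or potentiation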
#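 Material: Inducible-RGS4 HEK293 cells carrying M3 receptor; also added: carbachol at ECmax as muscarinic agonist stimulus; incubation: compound preincubation 20 min at room temperature before agonist; signal: Fluo4-AM (2 µM) calcium-flux fluorescence, kinetic read; measure: integrated calcium ratio converted to B score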
# KCNK9 inh = KCNK9 potassium channel inhibitors, primary screen, HEK293 cells, thallium flux. FluxOR thallium flux fluorescence; stronger effect = lower value. 1.2% of 310,000 active. B-score at 10 µM;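 active = ratio B-score over 3 SD below the library mean, with starting fluorescence within 5 SD of its mean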;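 note: negative B-score means less thallium flux so channel inhibition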
# Target sequence (Q9NPC2 whole entry, looked up): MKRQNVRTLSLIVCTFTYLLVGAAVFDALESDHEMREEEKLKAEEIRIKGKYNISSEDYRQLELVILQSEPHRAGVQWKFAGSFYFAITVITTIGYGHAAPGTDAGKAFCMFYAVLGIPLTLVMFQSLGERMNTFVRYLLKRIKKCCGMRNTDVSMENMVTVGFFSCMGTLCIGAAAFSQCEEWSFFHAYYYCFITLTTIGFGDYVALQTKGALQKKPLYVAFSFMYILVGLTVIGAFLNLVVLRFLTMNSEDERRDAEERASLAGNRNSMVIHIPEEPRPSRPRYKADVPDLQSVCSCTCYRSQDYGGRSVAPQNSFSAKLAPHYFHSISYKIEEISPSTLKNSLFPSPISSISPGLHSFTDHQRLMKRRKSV
# HDAC3 inhib = HDAC3 deacetylase inhibitors, primary screen, biochemical, fluorescence, cell-free homogeneous | Histone deacetylase 3 (Homo sapiens), O15379 | recombinant HDAC3, fluorogenic peptide/trypsin coupled | inhibition, % at 8.3 µM | 0.15% of 320,000 active | AID 2718, 2010; in the data active = inhibition above about 26%, passing the limit was not always enough
# ANO1 activ = TMEM16A chloride channel activators or potentiators, primary screen, cell-based, HTS; Anoctamin-1 (Mus musculus), Q8BHY3; HEK293 TMEM16A/YFP-H148Q/I152L, iodide quench fluorescence; stronger effect = lower value; B-score at 10 µM; 0.3% of 340,000 active; AID 623877, 2012;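 active = fluorescence-ratio B-score plate-corrected deviation score at least 3 library SD below zero, with starting fluorescence score within 5 deviations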;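 note: channel opened by trigger with iodide after compound preincubation; score built on the fluorescence ratio of max minus min over baseline; more negative score means more quench and so TMEM16A activation or potentiation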
# hERG protect = hERG rescue from dofetilide block, primary screen, cell-based, CHO-hERG, FluxOR thallium flux, dofetilide IC70; dofetilide IC70 present; activation (rescue from dofetilide block), less the hit threshold, % at 10 µM; 0.51% of 310,000 active;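 active = activation above the mean of controls blocked by dofetilide plus 5 SD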;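 note: thallium influx through hERG after potassium depolarization seen as dye fluorescence rise; in these data hits start at about 4.7%; inactives centre near -7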
# KCNK3 block = human KCNK3 channel inhibitors, primary screen, CHO cells, FluxOR thallium flux, B-score | Potassium channel subfamily K member 3 (Homo sapiens), O14649 | AID 602410, 2012 | FluxOR fluorescence; stronger effect = lower value | 0.84% of 340,000 active | B-score at 10 µM;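 active = B-score under library mean minus 4 SD, starting fluorescence ratio at most library mean plus 5 SD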;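 note: more negative B-score means stronger inhibition of thallium flux through KCNK3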
# KCNQ1 act = potentiators or activators of KCNQ1 channel, primary screen, cell-based, thallium flux, high-throughput. CHO-K1 KCNQ1, thallium flux FluxOR fluorescence; stronger effect = higher value. B-score at 10 µM. 0.35% of 310,000 active;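 active = fluorescence ratio B-score, a plate-corrected score, at least three library SD, with initial intensity B-score within 5 SD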
# Target sequence (P51787 whole entry, looked up): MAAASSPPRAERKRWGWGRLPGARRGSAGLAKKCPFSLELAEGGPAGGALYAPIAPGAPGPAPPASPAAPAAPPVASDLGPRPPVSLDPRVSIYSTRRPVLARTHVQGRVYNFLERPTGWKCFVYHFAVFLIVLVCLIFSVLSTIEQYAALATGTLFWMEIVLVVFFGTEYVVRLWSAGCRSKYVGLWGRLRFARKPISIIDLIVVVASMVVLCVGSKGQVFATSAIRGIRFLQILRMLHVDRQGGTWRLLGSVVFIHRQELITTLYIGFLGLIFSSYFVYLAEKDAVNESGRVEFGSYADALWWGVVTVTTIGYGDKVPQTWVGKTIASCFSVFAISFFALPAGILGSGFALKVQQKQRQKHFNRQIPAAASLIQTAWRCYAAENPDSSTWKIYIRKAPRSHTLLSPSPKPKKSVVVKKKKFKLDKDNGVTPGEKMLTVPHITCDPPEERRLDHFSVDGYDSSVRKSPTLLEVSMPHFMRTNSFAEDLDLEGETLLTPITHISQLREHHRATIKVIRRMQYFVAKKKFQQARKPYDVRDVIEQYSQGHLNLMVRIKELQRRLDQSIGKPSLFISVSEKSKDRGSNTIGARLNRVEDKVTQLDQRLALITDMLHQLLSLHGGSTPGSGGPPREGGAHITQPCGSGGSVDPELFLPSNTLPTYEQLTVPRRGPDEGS
#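 Assay system: CHO-K1 cells stably expressing KCNQ1. Medium: assay buffer for compound exposure, DMSO matched across wells. Timing: 37 °C overnight plating, 90-min dark dye load, 20-min compound pretreatment. Signal: kinetic FluxOR fluorescence, 10 s baseline plus 110 s post-stimulus.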
# TMEM16A inh = TMEM16A chloride channel inhibitors, primary screen, cell-based, HTS; HEK293 TMEM16A/YFP iodide influx fluorescence, ionomycin; normalized B-score (activity score, 25-100; higher = stronger inhibition) at 10 µM; 1.2% of 310,000 active;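 active = ratio plate-corrected score three or more library SD toward inhibition, starting fluorescence score within five deviations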;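 note: score derived from kinetic fluorescence span divided by baseline fluorescence per well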
# KCNQ1 block = inhibitors of human KCNQ1 channel, primary screen, cell-based, thallium flux, high-throughput; B-score at 10 µM; AID 2642, 2010; CHO-K1 KCNQ1, FluxOR thallium flux fluorescence; stronger effect = higher value; Potassium voltage-gated channel subfamily KQT member 1 (Homo sapiens), P51787; 1.3% of 310,000 active;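 active = compounds whose thallium flux B-score, printed positive for inhibition, exceeds three library SD while starting fluorescence stays within three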;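 note: channel opened by potassium depolarization with thallium stimulus after 20 min compound exposure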
# SKKanGAS inh = S. pyogenes SKKanGAS growth inhibitors in kanamycin, primary screen, streptokinase expression inhibitor project, SKKanGAS strain, BacTiter-Glo luminescence. 6 h. inhibition, % at 7.5 µM. 1.3% of 300,000 active. AID 1662, 2009;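 active = mean replicate score, as percent of positive control median, at least 50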;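 note: strain carries kanamycin resistance gene driven by streptokinase promoter and grows in 40 µg/ml kanamycin; loss of luminescence reflects streptokinase promoter inhibition or plain growth inhibition; 0% = median of DMSO wells and 100% = positive control at its reference dose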
# RGS4 inh = RGS4 inhibitors, primary screen, cell-based, HEK293 M3R inducible RGS4, calcium flux. Fluo-4 calcium flux; stronger effect = higher value; triggered by carbachol at its EC20. B-score at 10 µM. 0.45% of 310,000 active. AID 463165, 2010;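 active = B-score, a plate-corrected calcium signal, over three deviations above library mean, with baseline fluorescence within five deviations of library mean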;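 note: RGS4 expression induced by doxycycline in cells with stable M3 receptor; B-score is computed from the integrated fluorescence ratio over baseline after carbachol; higher B-score means a larger calcium signal and so more RGS4 inhibition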
# An asterisk follows results filed as active; i = inactive; x = no result given.
# Below each SMILES: hERG protect, ANO1 activ, KCNQ1 act, TMEM16A inh, SKKanGAS inh, HDAC3 inhib, KCNQ1 block, RGS4 pot, KCNK3 block, RGS4 inh, KCNK9 inh
CC1CCCN(Cc2c(O)ccc3c(=O)c(-c4ccc(Cl)cc4)coc23)C1 (stereo not given)
  -7.0, i, i, x, -5.9, x, i, i, i, i, i
COc1ccccc1N1CCN(c2nc(C)cc(C)c2C#N)CC1
  -9.0, i, i, i, 16.4, -2.9, i, i, i, i, i
COc1ccc(OC)c(NC2c3ccccc3C(=O)N2Cc2ccc3c(c2)OCO3)c1 (stereo not given)
  -10.6, i, i, i, 2.7, -2.2, i, i, i, i, i
CC(NC(=O)c1cccc(Cl)c1)C1CC2CCC1C2 (stereo not given)
  -7.9, i, i, i, 3.0, 0.0, i, i, i, i, i
Oc1nc(Nc2ccc(F)cc2)sc1/C=C1\C=Nc2ccccc21
  -9.4, i, i, i, 55.4*, 0.1, i, i, i, i, i
Cc1ccc(Cl)cc1N1C(=O)CC(C)(C)CC1=O
  -1.1, i, i, i, 0.0, 5.2, i, i, i, i, i
O=C(Nc1ccccc1C(=O)O)c1cccc(C(=O)Nc2ccccc2C(=O)O)c1
  -7.0, i, i, i, 8.7, 4.8, i, i, i, i, i
COc1ccccc1CC(=O)Nc1ccc(OC)c(OC)c1
  -0.8, i, i, i, -17.9, -6.9, i, i, i, i, i
CCc1noc(C)c1C(=O)N1CCN(S(=O)(=O)c2ccc(C(C)C)cc2)CC1
  -9.7, i, i, i, -6.2, 0.1, i, i, i, i, i
CCOC(=O)c1cc(C)n(-c2ccc(Cl)cc2)c1C
  -5.7, i, i, i, -1.1, 4.7, i, i, i, i, i
CCC(C)n1c(=N)c(C#N)cc2c(=O)n3cc(C)ccc3nc21 (stereo not given)
  -11.9, i, i, i, -0.2, -22.1, i, i, i, i, i
COc1ccc(Cl)cc1NC(=O)c1cccc(N2C(=O)C3CC=CCC3C2=O)c1 (stereo not given)
  -14.7, i, i, i, 13.8, 5.6, i, i, i, i, i
CCCc1nc2ccccc2c(=O)n1/N=C/c1ccc(O)cc1
  -13.1, i, i, i, 4.1, 2.8, i, i, i, i, i
CCOc1ccc(NC(=O)CN(c2ccc(OC)cc2)S(C)(=O)=O)cc1
  -5.8, i, i, i, -12.4, 4.6, i, i, i, i, i
NC(=O)CN1C(=O)C2C3C=CC(C3)C2C1=O (stereo not given)
  -1.9, i, i, i, -2.6, -0.6, i, i, i, i, i
O=C(NNC(=O)c1ccc(-c2ccccc2)cc1)Nc1ccccc1F
  -10.4, i, i, i, -2.4, 2.1, i, i, i, i, i
CCC(NC(=O)c1ccccc1NC(=O)c1ccco1)C(=O)NC1CCCCC1 (stereo not given)
  -1.6, i, i, i, -2.3, 0.6, i, i, i, i, i
CCO[C@@H]1OC(C(=O)N2CCN(Cc3ccccc3)CC2)=C[C@H](C)[C@H]1CCCO
  -4.8, i, i, i, -2.2, -7.3, i, i, i, i, i
O=C(NC(=S)Nc1ccc(N2CCOCC2)cc1)c1cccc(Cl)c1Cl
  -6.3, i, i, i, 2.9, -7.2, i, i, i, i, i
Cc1c(=O)n(OCc2ccccn2)c2ccccc2[n+]1[O-]
  -6.5, i, i, i, -0.9, -2.3, i, i, i, i, i
O=C(CN(c1ccccc1)S(=O)(=O)c1ccc(Cl)cc1)Nc1cccnc1
  -0.9, i, i, i, 7.1, 7.3, i, i, i, i, i
CC(C)CC(=O)Nc1cc2c3c(c1)CCN3C(=O)CC2
  -1.9, i, i, i, -3.2, -7.7, i, i, i, i, i
CSc1nc2c(cc1C#N)C(=O)CC(C)(C)C2
  -7.0, i, i, i, 6.2, 3.0, i, i, i, i, i
CCOC(=O)/C(=C\c1ccc(OC)c(OC)c1)C(=O)c1cccnc1
  -4.8, i, i, i, -4.5, 2.6, i, i, i, i, i
CN(Cc1ccon1)C(=O)CC1C(=O)NCCN1Cc1cccc(F)c1F (stereo not given)
  -10.9, i, i, i, -2.6, 3.1, i, i, i, i, i
Cc1nnc(N2C(=O)c3cccc4cccc(c34)C2=O)s1
  -9.2, i, i, i, -13.2, -7.8, i, i, i, i, i
C=C1CCN([C@H](C(=O)OCc2cccc(C)c2)C(C)C)S(=O)(=O)c2ccccc21
  -11.7, i, i, i, 20.7, 6.9, i, i, i, i, -9.02*
Cc1nn(Cc2c(Cl)cccc2Cl)c(C)c1N
  -3.0, i, i, i, 0.9, 2.6, i, i, i, i, i
COC(=O)c1ccc(CSc2n[nH]c(C)n2)o1
  -3.4, i, i, i, -0.5, 13.2, i, i, i, i, i
CC(=O)CSc1nnc(C(F)(F)F)n1C
  -6.0, i, i, i, -12.3, 1.0, i, i, i, i, i
COc1ccc(-c2noc(COc3ccc(C)c(C)c3)n2)cc1OC
  -14.5, i, i, i, -8.1, -5.5, i, i, i, i, i
Cc1cc(C(=O)CN2C(=O)NC(c3ccccc3)(c3ccccc3)C2=O)c(C)n1Cc1ccccc1
  1.7, i, i, i, 2.8, 3.0, i, i, i, i, i
COc1ccccc1NC(=O)Cc1csc(NC(=S)Nc2ccc(C)cc2)n1
  -17.9, i, i, i, 57.5*, 10.8, i, i, i, i, i
COc1cccc(C2CC(c3cccs3)Nc3ncnn32)c1 (stereo not given)
  -3.8, i, i, 25*, -1.9, 3.4, i, i, i, i, i
CCc1ccc(OCC(=O)N(C)CCC#N)c(Br)c1
  0.2, i, i, i, -20.0, -2.7, i, i, i, i, i
Cc1cc(C)n(CC(O)COc2ccc(Cl)cc2)n1 (stereo not given)
  -6.6, i, i, i, -0.6, -3.7, i, i, i, i, i
Cc1ccccc1C(=O)Nc1ccc(C(=O)O)cc1NC(=O)c1ccccc1C
  -0.6, i, i, i, 2.9, 5.6, i, i, i, i, i
C/C(=N\N=C(N)N)c1ccc(Cl)c(Cl)c1
  -21.4, i, i, i, 0.2, -8.0, i, i, i, i, i
O=C(O)CCc1ccc(-c2ccc(F)cc2)n1NC(=O)c1ccco1
  -11.5, i, i, i, 3.7, -0.5, i, i, i, i, i
CC(=O)C1C(=O)CC(C)(O)C(C(C)=O)C1c1ccc(N(C)C)cc1 (stereo not given)
  -14.4, i, i, i, -7.3, 1.2, i, i, i, i, i
CCn1c(-c2ccc3[nH]c(C)c(C)c3c2)n[nH]c1=S
  -7.8, i, i, i, 0.2, -2.0, i, i, i, i, i
COc1ccc(N=N/C(C(C)=O)=C(/C)O)cc1
  -8.8, i, i, i, 16.6, 3.4, i, i, i, i, i
COc1ccccc1C(=O)COC(=O)CN1C(=O)C2CC=CCC2C1=O (stereo not given)
  -2.8, i, i, i, 1.1, 0.3, i, i, i, i, i
CCOC(CNC(=O)C(=O)Nc1cc2c3c(c1)CCC(=O)N3CCC2)OCC
  -9.2, i, i, i, 0.6, -4.7, i, i, i, i, i
O=C(COc1ccc(Cl)cc1)NCc1nnc(SCC(=O)N2CCCCC2)o1
  -1.0, i, i, i, -2.7, 2.0, i, i, i, i, i
CN1CCN(CCCNC(=O)c2cc3c(-c4ccc(Cl)cc4)nn(C)c3s2)CC1
  -6.1, i, i, i, -0.5, x, i, i, i, i, i
CN1CCN(C(=O)/C=C/c2ccc([N+](=O)[O-])cc2)CC1
  -9.5, i, i, i, -1.0, 3.8, i, i, i, i, i
Cc1ccc(C(=O)NC2CCN(S(=O)(=O)c3ccc(C)cc3)CC2)cc1
  -4.0, i, i, i, 0.7, 2.2, i, i, i, i, i
COc1ccccc1N1CC(C(=O)Nc2ccccc2N2CCCC2)CC1=O (stereo not given)
  -16.0, i, i, i, -0.4, -3.0, i, i, i, i, i
CCc1nc2ccccc2c(NC(=O)CN2CC(C)CC(C)C2)c1C (stereo not given)
  -5.7, i, i, i, 3.3, -0.6, i, i, i, i, i
NC(=O)CC(NC(=O)Cc1ccc(Cl)cc1)c1ccc(NC2CCCCC2)c([N+](=O)[O-])c1 (stereo not given)
  -5.2, i, i, i, 3.9, -11.5, i, i, i, i, i
C[n+]1cn(Cc2ccc(C#N)cc2)c2ccccc21
  1.0, i, i, i, 3.5, -4.2, i, i, i, i, i
Nc1nc(SCc2cccc([N+](=O)[O-])c2)n[nH]1
  -3.6, i, i, i, -4.2, 2.2, i, i, i, i, i
CC1(C)CC(=O)C(C=NCCN2CCN(C3CC(=O)N(c4cccc(Br)c4)C3=O)CC2)=C(O)C1 (stereo not given)
  -15.9, i, i, i, -1.3, -1.5, i, i, i, i, i
CCN(CC(=O)NC1CCS(=O)(=O)C1)S(=O)(=O)c1ccc(C)c(C)c1 (stereo not given)
  -7.1, i, i, i, 0.4, 1.1, i, i, i, i, i
CN(C)c1ccc(N=Cc2nc(-c3ccccc3)oc2OC(=O)c2ccccc2)cc1
  -9.7, i, i, i, 5.7, 2.3, i, i, i, i, i
O=C(c1ccc(Cl)c(Cl)c1)N1CCN(c2ccccn2)CC1
  2.6, i, i, i, -1.6, 3.2, i, i, i, i, i
O=C(C1CCN(S(=O)(=O)c2ccc(Br)s2)CC1)N1CCN(c2ccccc2)CC1
  -7.6, i, i, i, 2.5, -3.0, i, i, i, i, i
CC(O)CCC(=O)NNC(=S)Nc1ccccc1 (stereo not given)
  -1.7, i, i, i, 3.8, -12.4, i, i, i, i, i
CCn1c(/C(C#N)=N/O)nc2ccccc21
  -10.4, i, i, i, -3.1, 7.7, i, i, i, i, i
